# Assay outcomes deposited in PubChem BioAssay by Broad Institute.
# Cneo AK release: causes C. neoformans cell lysis; AID 651654; actives 0.2% (n = 360,000); adenylate kinase release luminescence, 4 h; normalised: neutral wells 0, clomiphene wells 100; lysis activity, % at 15 µM;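 active = mean lysis activity across replicates of at least 80%, whatever share of replicates individually reach that level; inactive = mean lysis activity below 80%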
#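 Material: C. neoformans cells; Schedule: 4 h static compound exposure, 37 °C, read 1 h post-reagent; Measured by: adenylate kinase release luminescence; Read-out: signal increase indicating cell lysis; Controls: Clomiphene as positive lysis control.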
# FN deposit inh: fibronectin deposition inhibition; AH1F fibroblasts, Alexa488-fibronectin deposition fluorescence, overnight; inhibition, % at 12.6 µM; actives 0.086% (n = 350,000); AID 743247;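 active = mean inhibition across replicates of 30% or more, regardless of how many single replicates reach that level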;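 also: positive control wells lacked labelled fibronectin entirely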
#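 Schedule: 1 h cell adhesion before compound, then overnight fibronectin incubation; test system: AH1F fibroblast monolayer depositing Alexa488-labelled fibronectin into matrix; quantity: 10000 AH1F cells per well; probe or stimulus: fluorescent fibronectin at 24 nM final; signal: fluorescence, ex 485 nm, em 525 nm; evaluation: percent inhibition as loss of matrix-bound fibronectin fluorescence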
# Statin myotox sup: protects C2C12 myotubes from simvastatin toxicity; ATP luminescence, 48 h; scaled: DMSO 0, geranylgeraniol control 100; rescue of ATP level, % at 7.49 µM; actives 0.78% (n = 330,000); AID 602340;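 active = mean ATP rescue above about 67%, or every replicate alone reaching that limit, limit read from the data, passing the limit was not always enough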;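 also: myotubes were challenged with 10 µM simvastatin during compound exposure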
# PglD inh: PglD (C. jejuni) enzyme inhibition; purified PglD enzyme, DTNB colorimetric CoA detection; inhibition, % at 12.5 µM; actives 0.098% (n = 360,000); AID 602405; in the data active = inhibition above about 16%, passing the limit was not always enough; also: strong numbers were not always called active
# F508del corr: correctors of CFTR F508del function in bronchial epithelial cells; AID 720511; CFBE cells, YFP halide quenching; stimulated with forskolin plus potentiator P3; % fluorescence drop versus neutral controls; actives 0.36% (n = 350,000); activity (quench increase), % at 7.58 µM;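 active = mean added fluorescence quench of at least 8% versus neutral control, with both replicates also reaching 8%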;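 also: cells transiently co-express mutant CFTR-F508del with the halide-sensitive YFP; corrector assay measuring rescue of mutant channel to the surface after 24 h compound exposure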
# INS-1E GSIS act: primary screen for activators of insulin secretion dependent on glucose, INS-1E cells, GLuc reporter luminescence | activation, % at 16.6 µM | AID 743287 | INS-1E GLuc reporter insulin secretion, 2-3 h | actives 0.61% (n = 370,000);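 active = lowest replicate activation of at least 40%, so every replicate reaches that level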;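 also: 0% = median of neutral control wells and 100% = median of IBMX positive control wells; some compounds called inactive have numbers as strong as hits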
# miR-122 sensor: inhibitors of miR-122 in Huh7 cells; Huh7 miR-122 Renilla luciferase sensor, 48 h; neutral wells = 0, positive control = 100; activation (reporter increase), % at 12.5 µM; actives 0.3% (n = 340,000); AID 602342;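 active = mean replicate activation score at least 90 and every replicate individually at or above 90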;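 also: higher luciferase means less miR-122 activity so hits act as miR-122 inhibitors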
# PGC1a acetyl inh: lowers PGC1a acetylation signal in U2OS cells; actives 0.17% (n = 350,000); inhibition, % at 15.6 µM; AlphaScreen anti-acetyl-lysine; with virally co-expressed GCN5 acetyltransferase; AID 651687;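 active = every replicate shows inhibition of at least 40%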;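 also: 0% = neutral control wells and 100% = positive control wells; some results beyond the cut were filed as inactive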
# * = called active by the depositor; / = no result given; [ ] = another dose, or the depositor's remark.
SMILES,Cneo AK release,FN deposit inh,Statin myotox sup,PglD inh,F508del corr,INS-1E GSIS act,miR-122 sensor,PGC1a acetyl inh
Cc1noc(C)c1NC(=O)Nc1cccc2c1O[C@@H](CN(C)C(=O)NC1CCCCC1)[C@@H](C)CN([C@@H](C)CO)C2=O,-1,-3,-1,-11,-1.0,7,1[16.7 µM],-4
c1ccc(CCC2CCCCN2Cc2cn[nH]c2-c2cc3ccccc3o2)nc1 (stereo not drawn),0,/,-6,-2,2.7,2,1,/
O=c1[nH]c(C2CCN(S(=O)(=O)c3ccccc3F)CC2)nc2c1nnn2Cc1ccc(OC(F)(F)F)cc1,0,-5,26,-1,1.0,-9,4,-24
Cc1ccc(-c2csc(C3=C(O)CN(NC(=O)c4ccc([N+](=O)[O-])cc4)C3=N)n2)cc1,-1,-8,1,-6,-1.2,12,7,-7
C[C@H]1CN([C@@H](C)CO)C(=O)CCCn2cc(nn2)CO[C@@H]1CN(C)C(=O)CCCN(C)C,0,-5,-16,-1,1.3,6,1[16.7 µM],-6
O=C(c1ccc(S(=O)(=O)N2CCOCC2)cc1)N(Cc1ccco1)Cc1cccs1,-1,1,/,3,/,/,-2,/
Cc1ccc(NC(=O)c2c(C(F)(F)F)nn(C)c2SCc2ccc(Cl)cc2)cc1C,-4,-11,49,0,/,/,3,-60
O=c1[nH]c2ccccc2n1Cc1ccc(Cl)cc1,2,/,41,6,/,/,-2,10
CC[C@]12c3[nH]c4cc(CCC(=O)N(C)C)ccc4c3CCN1C(=O)[C@@H](CC(=O)NCCN1CCOCC1)C[C@@H]2C(=O)N1CCN(C(=O)C2CC2)CC1,-4,-4,2,-2,3.3,/,-4,3
COc1ccc(Cl)cc1N(CC(=O)Nc1ccc2c(c1)OCCO2)S(C)(=O)=O,-1,2,3,6,/,/,-4,-4
COC(=O)c1sc(=S)n(-c2ccccc2)c1N,1,0,17,-4,/,/,3,-29
CNC(=O)C[C@H]1CC[C@@H]2[C@H](COC[C@H](O)CN2S(=O)(=O)c2ccccc2Cl)O1,3,5,31,-1,1.1,2,1[16.7 µM],1
CC(C)NC(=O)N[C@H]1CC[C@@H](CC(=O)NC2Cc3ccccc3C2)O[C@H]1CO,0,1,-3,3,-1.7,2,11[16.7 µM],-5
COc1ccc(S(=O)(=O)N(n2c(C)nnc2-n2nc(C)cc2C)S(=O)(=O)c2ccc(OC)cc2)cc1,0,/,5,-4,/,/,-9,12
Cc1ccc(S(=O)(=O)N(C)C[C@H]2Oc3ccc(NC(=O)c4ccncc4)cc3C(=O)N([C@H](C)CO)C[C@H]2C)cc1,-2,/,-11,3,1.3,18,37[16.7 µM],1
CC1(C(=O)NS(=O)(=O)c2cccc(F)c2)CCN1C(=O)Cc1ccccc1Cl (stereo not drawn),8,8,4,1,1.1,/,/,/
O=C1c2ccccc2C(=O)N1CSc1nnnn1-c1ccccc1,1,-9,2,-1,/,/,-10,-8
COc1cccc(N2C(=O)C3C(C2=O)C2C=CC3C23CC3)c1 (stereo not drawn),2,/,9,6,/,/,-3,-1
CCCCN(C(=O)c1cccc(S(=O)(=O)N(CC)c2ccccc2)c1)c1c(N)n(CCCC)c(=O)[nH]c1=O,0,/,17,-1,-0.9,-1,/,/
CC1(C)CN(c2cccc(Br)c2)C1=O,/,5,/,/,0.5,-6,/,-7
O=C1NC(=O)C2C1C(c1cccs1)NN2Cc1ccccc1 (stereo not drawn),-4,2,3,-2,0.6,4,2,4
COc1ccccc1NS(=O)(=O)c1cc(NC(=O)CCNC(C)=O)ccc1N1CCCCC1,/,-1,8,/,0.2,-13,/,/
Cc1ccc(S(=O)(=O)N(C)C[C@H]2Oc3ccc(NC(=O)Nc4cccc5ccccc45)cc3C(=O)N([C@H](C)CO)C[C@H]2C)cc1,/,/,21,/,-2.3,-29,48[16.7 µM],-12
Cc1cc(C)c(S(=O)(=O)NCc2ccc3c(c2)OCO3)cc1C,-1,5,-1,-5,0.4,-21,71,-3
COc1cc(S(=O)(=O)NCC(c2ccco2)N2CCCCC2)ccc1NC(C)=O (stereo not drawn),0,-7,12,-7,2.3,-4,3,2
O=C(c1ccc(=O)[nH]c1)N1CCN(S(=O)(=O)c2ccccc2)CC1,4,8,-9,-3,3.7,5,-3,0
Cc1ccc(C(=O)NC2CCN(S(=O)(=O)c3ccc(F)cc3)CC2)cc1,-3,7,-12,4,-0.6,-3,-6,/
CCc1nc2ccc(C(=O)Nc3ccc(Cl)c(Cl)c3)cn2c1N(C)Cc1ccc(OC)cc1,2,-2,-13,-1,1.8,-10,-3,/
CC(=O)c1ccc(OCc2cc(C(=O)NC(C)CCn3cccn3)no2)cc1 (stereo not drawn),2,/,3,0,0.4,0,/,/
Cc1cccc(NC(=O)Cn2c(=O)n(Cc3ccco3)c(=N)c3c4c(sc32)COC(C)(C)C4)c1,2,/,-4,6,/,/,10,0
COC(=O)c1ccc(NC(=O)CN2C(=O)CSC2=O)cc1,0,/,/,-2,/,4,1,/
CCCNC(=O)C[C@H]1CC[C@@H]2[C@@H](COc3ccc(NC(=O)NCC)cc3C(=O)N2C)O1,-3,/,10,-1,-1.3,1,3[16.7 µM],-3
O=C(CSc1nc(-c2ccc(F)cc2)cc(C(F)(F)F)n1)NCCN1CCOCC1,0,/,-3,8,/,33,/,/
O=C1c2cccc3cccc(c23)C(=O)N1CCCN1CCN(c2ccc(F)cc2)CC1,/,0,10,/,0.4,-54,-7,-7
Cn1c(SCC(=O)c2ccc3c(c2)OCO3)nnc1-c1ccccn1,-6,/,1,-1,/,/,5,-3
C[C@H](CO)N1C[C@H](C)[C@@H](CN(C)C(=O)NC2CCCC2)Oc2ncc(C3=CCCCC3)cc2C1=O,1,/,-1,5,1.2,-10,/,-8
COc1cc(/C=C2\SC(=S)N(CC(=O)NC3=NCCS3)C2=O)cc(OC)c1OC,/,-4,/,/,-0.5,-2,/,-9
CN(Cc1cccc2ccccc12)C(=O)c1cc(COc2c(F)cccc2F)on1,0,0,/,-7,-0.9,5,8,-10
CCOC(=O)CC(=O)CSc1nc(CC)c(C)cc1C#N,1,-7,/,4,0.2,-9,-6,-1
c1csc(CNc2nc3ccccc3n2CCN2CCOCC2)c1,0,16,/,2,/,/,5,/

# Arranged by value in INS-1E GSIS act (ascending): three of the compounds above
Molecule | INS-1E GSIS act
COc1cc(/C=C2\SC(=S)N(CC(=O)NC3=NCCS3)C2=O)cc(OC)c1OC | -2
CCCNC(=O)C[C@H]1CC[C@@H]2[C@@H](COc3ccc(NC(=O)NCC)cc3C(=O)N2C)O1 | 1
Cc1noc(C)c1NC(=O)Nc1cccc2c1O[C@@H](CN(C)C(=O)NC1CCCCC1)[C@@H](C)CN([C@@H](C)CO)C2=O | 7

# (continued)
SMILES,Cneo AK release,FN deposit inh,Statin myotox sup,PglD inh,F508del corr,INS-1E GSIS act,miR-122 sensor,PGC1a acetyl inh
COc1ccc(Cl)cc1NC(=O)CSc1nnc(COc2ccccc2)n1C,-1,14,7,2,/,/,-1,-13
Cc1cccc2sc(NC(=O)CNS(=O)(=O)c3ccc(Br)s3)nc12,0,1,-4,7,/,-18,/,2
CNC(=O)C[C@@H]1CC[C@@H]2[C@H](COC[C@H](O)CN2C(=O)c2ccc3c(c2)OCO3)O1,-1,-7,-12,2,0.2,20,-6[16.7 µM],5
C[C@H](CO)N1C[C@H](C)[C@H](CN(C)S(=O)(=O)c2cccc(C#N)c2)OCc2cn(nn2)CCCC1=O,/,4,/,/,0.8,4,/,6
CS(=O)(=O)N(CC(=O)N1CCOCC1)c1cccc(F)c1,0,-9,6,-5,0.0,-4,-6,5
C[C@@H]1CCCCO[C@H](CN(C)S(=O)(=O)c2ccc(Cl)cc2)[C@H](C)CN([C@@H](C)CO)C(=O)c2cc(NC(=O)NC3CCCCC3)ccc2O1,-3,/,/,1,-4.2,2,-5[16.7 µM],-1
Cc1ccc(S(=O)(=O)N(C)C[C@H]2Oc3cc(C#Cc4ccncc4)ccc3S(=O)(=O)N([C@@H](C)CO)C[C@@H]2C)cc1,-12,5,-22,-4,-0.1,-11,57[16.7 µM],37
COc1ccc(CN(C)C[C@H]2Oc3ccc(NC(=O)Nc4ccc(OC)cc4)cc3C(=O)N([C@@H](C)CO)C[C@H]2C)cc1,-16,/,-4,4,1.8,-9,15[16.7 µM],/
C[C@@H]1CN([C@H](C)CO)C(=O)Cc2cc(NS(C)(=O)=O)ccc2O[C@@H]1CN(C)C(=O)Nc1ccccc1,0,0,5,2,0.4,6,3[16.7 µM],8
O=C(C1CCC(=O)N1C1CCCCC1)N1CCN(c2ccc(F)cc2)CC1 (stereo not drawn),3,/,13,1,0.1,-1,2,-2
C[C@@H]1CN([C@H](C)CO)C(=O)c2cc(NC(=O)c3ccncc3)ccc2O[C@@H]1CN(C)C(=O)NC1CCCCC1,-7,/,1,-2,1.7,13,-1[16.7 µM],-8
Cc1c(C)n(Cc2ccccc2)c2ncnc(NCCO)c12,-1,0,5,0,-2.3,/,-4,14
Cc1cc(=O)[nH]c2c1cnn2C(C)c1ccccc1 (stereo not drawn),-2,2,12,0,-1.4,24,4,/
CSCCC(NC(=O)c1cncc(Br)c1)C(=O)O (stereo not drawn),1,/,-4,-4,1.9,7,-2,-21
COc1cccc2cc(C(C)N(CCCN3CCOCC3)C(=O)Nc3ccc(Cl)cc3)oc12 (stereo not drawn),2,/,0,1,/,/,-5,-5
COc1ccccc1CC(=O)NCCN1CCCCC1,3,1,3,-4,-1.7,-5,4,-13
O=C(Nc1ccc(NS(=O)(=O)c2ccccc2)cc1)c1ccccc1Cl,8,2,5,3,-1.5,-7,24,-16
CCOc1ccc(S(=O)(=O)Nc2ccc(C(=O)NCC(c3ccco3)N(C)C)cc2)cc1 (stereo not drawn),-5,0,/,6,-1.9,-4,/,-9
COc1ccc(-c2nnc(SCC(=O)N(Cc3ccccc3)C(C)(C)C)o2)cc1OC,-2,4,-12,-4,/,/,-6,2
CCC(=O)N(C)C[C@@H]1Oc2ncc(C#CCC3CCCC3)cc2C(=O)N([C@@H](C)CO)C[C@H]1C,-2,/,-14,4,-6.5,-9,-8[16.7 µM],7
C[C@@H]1CCCCO[C@@H](CN(C)C(=O)Cc2ccccc2)[C@H](C)CN([C@@H](C)CO)C(=O)c2cc(NC(=O)CCCN(C)C)ccc2O1,-2,/,/,1,2.3,1,7[16.7 µM],3
O=C(C[C@@H]1CC[C@H]2[C@@H](COC[C@@H](O)CN2C(=O)Nc2ccc(Cl)cc2)O1)NCCc1ccncc1,100*,-7,-23,3,0.2,-13,3[16.7 µM],3
CO[C@H]1CN(C)C(=O)c2cc(NC(=O)Nc3cccc(F)c3)ccc2OC[C@@H](C)N(C(=O)C2CC2)C[C@@H]1C,-4,14,-3,1,-0.2,-27,-3[16.7 µM],5
CC(Cc1c[nH]c2ccccc12)C(=O)N1CCN(c2ccccc2F)CC1 (stereo not drawn),1,6,0,6,0.2,-6,/,-18
O=C(CCN1CCCCC1)NCC[C@@H]1CC[C@@H](NC(=O)c2ccc(F)cc2)[C@H](CO)O1,-2,5,11,-1,2.1,0,/,11
CC(CCc1ccccc1)NC(=O)c1ccc(Br)cc1 (stereo not drawn),0,-2,9,-1,2.0,7,-3,-1

# Some entries already given with just FN deposit inh and Statin myotox sup:
smiles	FN deposit inh	Statin myotox sup
COc1ccc(Cl)cc1NC(=O)CSc1nnc(COc2ccccc2)n1C	14	7
CO[C@H]1CN(C)C(=O)c2cc(NC(=O)Nc3cccc(F)c3)ccc2OC[C@@H](C)N(C(=O)C2CC2)C[C@@H]1C	14	-3
CCCCN(C(=O)c1cccc(S(=O)(=O)N(CC)c2ccccc2)c1)c1c(N)n(CCCC)c(=O)[nH]c1=O	/	17
